Screening results: PubChem BioAssay, several laboratories
TcdB inh = inhibitors of Clostridioides difficile toxin B glycohydrolase; P18177; TcdB glycohydrolase enzymatic assay, plate reader; inhibition, % at 9.99 µM; hit rate 0.24% among 350,000; in the data active means inhibition above about 10%
Target sequence (P18177 whole entry, looked up): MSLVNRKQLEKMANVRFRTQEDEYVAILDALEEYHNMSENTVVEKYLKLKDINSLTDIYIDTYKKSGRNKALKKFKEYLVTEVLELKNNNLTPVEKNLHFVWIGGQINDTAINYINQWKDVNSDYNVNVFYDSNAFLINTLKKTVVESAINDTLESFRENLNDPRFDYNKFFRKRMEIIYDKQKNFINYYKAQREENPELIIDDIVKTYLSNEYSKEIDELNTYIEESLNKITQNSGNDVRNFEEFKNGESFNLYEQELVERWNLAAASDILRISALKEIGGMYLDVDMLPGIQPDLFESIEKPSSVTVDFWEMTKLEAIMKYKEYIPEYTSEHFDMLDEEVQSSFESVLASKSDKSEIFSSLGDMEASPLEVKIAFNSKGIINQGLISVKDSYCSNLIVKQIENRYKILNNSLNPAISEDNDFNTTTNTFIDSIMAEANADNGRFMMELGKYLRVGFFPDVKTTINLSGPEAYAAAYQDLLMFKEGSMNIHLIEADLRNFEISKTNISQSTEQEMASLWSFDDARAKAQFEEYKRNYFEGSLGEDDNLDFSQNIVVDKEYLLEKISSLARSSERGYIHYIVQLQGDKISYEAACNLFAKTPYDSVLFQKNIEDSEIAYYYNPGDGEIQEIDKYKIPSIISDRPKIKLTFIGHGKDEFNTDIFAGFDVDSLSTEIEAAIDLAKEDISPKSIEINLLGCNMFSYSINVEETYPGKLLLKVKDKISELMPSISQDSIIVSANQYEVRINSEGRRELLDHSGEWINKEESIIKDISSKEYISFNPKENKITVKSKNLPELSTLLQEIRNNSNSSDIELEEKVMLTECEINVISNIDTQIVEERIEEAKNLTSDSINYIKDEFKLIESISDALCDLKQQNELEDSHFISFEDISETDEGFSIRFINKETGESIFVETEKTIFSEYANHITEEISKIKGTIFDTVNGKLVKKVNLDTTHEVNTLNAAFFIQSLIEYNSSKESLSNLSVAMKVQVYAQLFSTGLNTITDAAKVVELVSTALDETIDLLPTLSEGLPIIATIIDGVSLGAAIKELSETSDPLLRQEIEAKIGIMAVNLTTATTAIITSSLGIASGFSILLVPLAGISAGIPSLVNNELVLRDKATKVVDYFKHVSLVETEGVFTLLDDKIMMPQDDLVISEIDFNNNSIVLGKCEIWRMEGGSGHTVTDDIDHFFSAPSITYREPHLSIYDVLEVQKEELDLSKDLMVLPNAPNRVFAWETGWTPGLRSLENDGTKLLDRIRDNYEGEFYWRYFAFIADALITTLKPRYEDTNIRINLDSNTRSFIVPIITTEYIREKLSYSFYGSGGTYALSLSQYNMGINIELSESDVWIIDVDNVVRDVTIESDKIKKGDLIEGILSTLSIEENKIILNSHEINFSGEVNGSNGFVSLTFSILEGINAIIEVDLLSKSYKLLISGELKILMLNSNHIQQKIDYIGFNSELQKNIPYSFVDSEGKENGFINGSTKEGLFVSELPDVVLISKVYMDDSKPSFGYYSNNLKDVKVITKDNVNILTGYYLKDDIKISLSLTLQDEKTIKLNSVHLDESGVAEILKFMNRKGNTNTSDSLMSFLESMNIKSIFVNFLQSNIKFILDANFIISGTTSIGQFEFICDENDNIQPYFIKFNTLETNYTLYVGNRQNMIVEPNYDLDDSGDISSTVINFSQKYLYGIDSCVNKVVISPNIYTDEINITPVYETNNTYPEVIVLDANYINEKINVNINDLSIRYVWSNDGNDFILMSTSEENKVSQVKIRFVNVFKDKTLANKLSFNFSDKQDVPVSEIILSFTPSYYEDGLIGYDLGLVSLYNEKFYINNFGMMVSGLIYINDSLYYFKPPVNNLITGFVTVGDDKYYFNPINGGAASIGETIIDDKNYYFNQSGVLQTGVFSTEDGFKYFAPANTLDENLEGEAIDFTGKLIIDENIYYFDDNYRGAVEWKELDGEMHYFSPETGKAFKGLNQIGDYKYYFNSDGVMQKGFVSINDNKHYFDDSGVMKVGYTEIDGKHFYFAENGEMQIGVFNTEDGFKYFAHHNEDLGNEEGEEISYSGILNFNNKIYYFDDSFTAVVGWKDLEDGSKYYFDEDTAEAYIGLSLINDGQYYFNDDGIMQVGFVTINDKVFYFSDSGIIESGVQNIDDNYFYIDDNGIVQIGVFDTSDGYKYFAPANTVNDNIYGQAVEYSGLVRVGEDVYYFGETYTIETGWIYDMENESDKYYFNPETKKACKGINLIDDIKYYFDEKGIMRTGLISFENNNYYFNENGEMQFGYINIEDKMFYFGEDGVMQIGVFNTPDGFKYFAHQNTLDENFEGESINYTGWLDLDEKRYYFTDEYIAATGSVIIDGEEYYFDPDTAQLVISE
Anthrax LF prot = blocks Bacillus anthracis lethal factor protease. P15917. multiplex microsphere protease cleavage assay, LF. inhibition, % at 10 µM. hit rate 0.12% among 360,000. AID 588501; in the data active means inhibition above about 30%; further: plate controls were buffer without enzyme for full effect and enzyme alone for no effect
* = called active by the depositor; & = joins results of further samples. Not all compounds are listed; rates above refer to the full screens.

#	molecule	TcdB inh	Anthrax LF prot
1	CN(C)C1CN(Cc2cn(Cc3ccccc3)nn2)S(=O)(=O)C1 (configuration not stated)	1.8	-4
2	CC(C)C[C@@H](COCc1cccc(Cl)c1)N1CCN(C(=O)c2cccc(C(F)(F)F)c2)CCC1=O	-0.3	-4
3	C#CCNC(=O)c1cc2c(Br)ccc(Br)c2nc1N	-1.7	14
4	COCCNC(=O)c1cc2c(c(-c3cccc(-c4cccc(OC)c4)c3)n1)[C@H](CCO)N(S(=O)C(C)(C)C)C2 (some centres not stated)	1.2	-1
5	Cc1cc2nc(-c3cccc(Br)c3)c(Cc3ccsc3)n2c(C)c1Br	0.4	-7
6	O=S1(=O)CC(N2CCN(CCO)CC2)CN1Cc1cn(Cc2cccc(Cl)c2)nn1 (configuration not stated)	2.2	-1
7	CCNc1nc(-c2sc(NC(=O)C(C)(C)C)nc2C)c(-n2cc(-c3ccccc3)nn2)s1	2.7	-4
8	COCCCNC(=O)C[C@@H]1C[C@@]2(C(=O)OC)CCCCC=C2N(CCC2=CCCCC2)C1=O	0.9	-1
9	COc1ccc(Cc2c(-c3ccc(C)cc3)nc3cc(C)c(Br)c(C)n23)c(C)c1	0.7	-12
10	Cc1ccc(OCCNC(=O)[C@H]2O[C@@H](n3cnc4c(N)ncnc43)[C@H](O)[C@@H]2O)cc1C	0.8	-6
11	CN1OC[C@@H]2CN(C(=O)c3cccc4ccccc34)[C@H](c3ccc(N4CCCCC4)cc3)C[C@@H]21	1.6	4
12	CC(C)(C)C(=O)c1c(N)[nH]c(C(=O)c2ccccc2)c1-c1cc2ccccc2nc1Cl	0.8	-8
13	CC(C)C[C@H]1CN(CCCC[C@@H]2CNC(=O)C(=O)N2CCc2ccccc2)C(=O)C(=O)N1Cc1ccccc1	-0.3	4
14	CCCCc1c(-c2ccccc2OC)ncn1CCc1ccccc1	-0.4	1
15	C[C@H]1COc2cc(N3CCSCC3)ccc2S(=O)(=O)N1	0.9	-3
16	COC(=O)[C@H](Cc1ccccc1)NC(=O)CC[C@H]1O[C@@H](n2ccc(=O)[nH]c2=O)[C@H](O)[C@@H]1O	2.8	-2
17	Cc1cc(Br)cn2c(Cc3cccc(F)c3)c(-c3ccc(Cl)cc3)nc12	0.2	1
18	Nc1ccn([C@@H]2O[C@H](C(=O)N3CCCN(Cc4cccs4)CC3)[C@@H](O)[C@H]2O)c(=O)n1	1.1	3
19	COc1cccc(CNC(=O)[C@@H]2CCCN2C(=O)[C@H]2CCCCN2C(=O)c2ccccc2C)c1	0.3	-9
20	O=C(NCCN1CCC(n2c(=O)[nH]c3ccccc32)CC1)c1ccc(Cl)c(Cl)c1	2.9	-3
21	COCCN1C(=O)COc2ccccc2C1C(=O)Nc1ccc2c(c1)OCCO2 (configuration not stated)	-1.6	1
22	CCOC(=O)[C@]12CCC=C1N(Cc1ccccc1)C(=O)[C@H](CC(=O)N1CCCCC1)C2	0.4	0
23	CCCCn1nnnc1C(c1ccccc1)N1CCN(c2ncc(C(F)(F)F)cc2Cl)CC1 (configuration not stated)	-3.0	-7
24	CCCCNc1c(-c2cc3ccccc3o2)nc2nc(C)cc(C)n12	1.0	-18
25	O=C1NC[C@H](CCCCN2CCN(CCC3CCCCC3)C(=O)C2=O)N(CCc2ccc(O)cc2)C1=O	1.8	2
26	O=c1[nH][nH]c2c1[C@@H](c1ccc(F)cc1)O[C@H](CCc1ccccc1)C2	-0.1	5
27	CC1(C(=O)NCc2ccccc2)CCC(=O)N1CCCn1ccnc1 (configuration not stated)	1.6	2
28	NC(=Nc1c([N+](=O)[O-])cnc2ccccc12)N1CCOCC1	0.2	9
29	O=c1cc(CN2CCN(c3ccccc3F)CC2)c2ccccc2o1	-5.4	-2
30	O=C(/C=C/[C@H]1O[C@@H](n2cnc3c(NC(=O)c4ccccc4)ncnc32)[C@H](O)[C@@H]1O)NCC1CCCO1 (some centres not stated)	0.4	-2
31	O=C1Nc2ccccc2N=C(c2ccc3c(c2)OCO3)C1N(C(=O)c1ccc2ccccc2c1)C1CC1 (configuration not stated)	-0.1	-10
32	CN1CCN([C@@H]2CS(=O)(=O)N[C@H]2COCc2ccccc2)CC1	0.6	-3
33	N#CCCC1(CCC#N)c2ccccc2C(=O)c2ccccc21	1.5	-3
34	Clc1cccc(Cc2c(C3CCCCC3)nc3ccc(Cl)cn23)c1	1.9	-4
35	COc1cc(CCN(C(=O)c2cccc(S(C)(=O)=O)c2)C(CCc2ccccc2)c2nc3ccccc3[nH]2)cc(OC)c1 (configuration not stated)	0.4	0
36	COc1ccc(NC(=S)N2CCC3CC2c2cc(-c4ccc5c(c4)OCO5)ccc23)c(OC)c1 (configuration not stated)	1.6	2

Quoted from above, entries 35 to 36
#	molecule	TcdB inh	Anthrax LF prot
35	COc1cc(CCN(C(=O)c2cccc(S(C)(=O)=O)c2)C(CCc2ccccc2)c2nc3ccccc3[nH]2)cc(OC)c1 (configuration not stated)	0.4	0
36	COc1ccc(NC(=S)N2CCC3CC2c2cc(-c4ccc5c(c4)OCO5)ccc23)c(OC)c1 (configuration not stated)	1.6	2

Full records, looked up by structure. Order of values: TcdB inh | Anthrax LF prot
CN1CCN([C@@H]2CS(=O)(=O)N[C@H]2COCc2ccccc2)CC1 in the list: 0.6 | -3
COCCCNC(=O)C[C@@H]1C[C@@]2(C(=O)OC)CCCCC=C2N(CCC2=CCCCC2)C1=O in the list: 0.9 | -1
CCCCc1c(-c2ccccc2OC)ncn1CCc1ccccc1 in the list: -0.4 | 1
NC(=Nc1c([N+](=O)[O-])cnc2ccccc12)N1CCOCC1 in the list: 0.2 | 9
COC(=O)[C@H](Cc1ccccc1)NC(=O)CC[C@H]1O[C@@H](n2ccc(=O)[nH]c2=O)[C@H](O)[C@@H]1O in the list: 2.8 | -2

(more compounds)
#	molecule	TcdB inh	Anthrax LF prot
37	CCOC(=O)[C@]12Cc3ccc(C)cc3[C@H]1N(C1CCCCC1)C(=O)c1ccccc12	0.9	-8
38	CCOC(=O)C1=CCC(c2ccccc2)N(S(=O)(=O)c2ccccc2C)C1 (configuration not stated)	2.0	-2
39	CC(C)NC(=O)C1(C#N)C=C1c1ccccc1 (configuration not stated)	1.0	-17
40	CCOC1=C2[C@H](c3ccc(CC)cc3)N(S(=O)(=O)c3ccc(C)cc3)C[C@H]2n2c(=O)n(-c3ccccc3)c(=O)n2C1	2.5	-2
41	CC(=O)C(=Cc1ccc(Cl)cc1)C(=O)c1ccccc1	2.0	-5
42	C[C@@H]1CN([C@H](C)CO)C(=O)CCCn2cc(nn2)CO[C@H]1CN(C)C(=O)c1ccccc1	-9.6&0.6	-2
43	CC(C)C[C@H]1COc2cc(N3CCC[C@H]3CO)ccc2S(=O)(=O)N1	0.8	2
44	O=c1[nH][nH]c2c1[C@H](c1ccc(Cl)cc1)O[C@H](C1CC1)C2	-0.2	-18
45	CC(C)C[C@H]1CN(CCCC[C@H]2CNC(=O)C(=O)N2CCc2ccc(O)cc2)C(=O)C(=O)N1CCc1ccc(O)cc1	3.8	10
46	Nc1ncnc2c1ncn2[C@@H]1O[C@H](C(=O)N[C@H]2c3ccccc3C[C@H]2O)[C@@H](O)[C@H]1O	0.5	-4
47	O=NN(CC(=O)NNc1ccccc1)CC(=O)NNc1ccccc1	-4.2	-1
48	COc1ccc(-c2nc3cc(C)c(Br)c(C)n3c2Cc2ccccc2C(F)(F)F)cc1OC	0.8	-8
49	CC(C)(C)S(=O)N1Cc2cc(C(=O)NCc3ccc4c(c3)OCO4)nc(-c3cccc(-c4ccccc4)c3)c2[C@@H]1CCO (some centres not stated)	0.2	1
50	CCCCn1nnnc1C(c1ccccc1)N1CCN(C)CC1 (configuration not stated)	0.2	-3
51	CC(C)C[C@H]1CNC(=O)C(=O)N1C[C@H]1CCCN1C[C@H](CC(C)C)N1C[C@H](CC(C)C)N(CCc2ccccc2)C(=O)C1=O	2.7	-4
52	Cc1ccc(S(=O)(=O)N(C)c2ccc3c(c2)C(=O)c2ccccc2-3)cc1	0.5	-3
53	Nc1[nH]c(C(=O)c2ccccc2)c(-c2ccncc2)c1C(=O)NC1CC1	1.5	0
54	CCOC1=C2CN(S(=O)(=O)c3ccc(C)cc3)[C@H](c3ccccc3)C[C@@H]2N(S(=O)(=O)c2ccc(Br)cc2)[C@H](c2ccccc2)C1	2.2	-9
55	Nc1ncnc2c1nc(-c1ccccc1)n2C1OC(CO)C(O)C1O (configuration not stated)	0.7	2
56	O=C1NC[C@@H](CCCCN2CCN(CCc3ccccc3)C(=O)C2=O)N(CCc2ccc(O)cc2)C1=O	2.5	10
57	CCOC(=O)C1=CCN(S(=O)(=O)c2ccccc2Cl)C1c1cccc(Cl)c1 (configuration not stated)	0.8	1
58	CCOC1=C2[C@@H](CN(S(=O)(=O)c3ccc(C)cc3)[C@H]2c2cccc3ccccc23)[C@H]2C(=O)N(CC)C(=O)[C@H]2C1	2.0	-6
59	O=C1c2ccccc2-n2nncc2C2c3cc(Br)ccc3CCN12 (configuration not stated)	0.0	-4
60	C[C@H]1COc2cccc(N3CCSCC3)c2S(=O)(=O)N1	1.1	-5
61	COC(=O)C(C#N)(CCC(=O)c1ccccc1)CCC(=O)c1ccccc1	0.9	-4
62	CC(=O)Nc1ccc(NCCc2cccs2)cc1	3.9	1
63	O=C(NCC(=O)N1CCCC1)NN=Cc1ccccc1O	-5.9	-2
64	O=C(c1ccco1)N1CCN(C2CN(CCc3ccccc3)S(=O)(=O)C2)CC1 (configuration not stated)	-1.1	-6
65	O=C(NCc1ccncc1)[C@@H]1CCCN1C(=O)[C@@H]1CCCN1	12*	-4
66	Oc1ccc(C[C@H]2CN([C@@H](Cc3cccc(O)c3)CN3CCC[C@@H]3CN3C(=S)NC[C@@H]3Cc3ccccc3)C(=S)N2CC2CCCCC2)cc1	-0.2	0
67	CCCCC[C@@H](C)N1C[C@@H](COCc2ccccc2)Oc2cc(N3CCC[C@H]3C(N)=O)ccc2S1(=O)=O	0.6	-1
68	Cc1cccc(C)c1-n1nnnc1C(C1CC1)N1CCC(n2c(=O)[nH]c3ccccc32)CC1 (configuration not stated)	1.1	0
69	Cc1cn([C@H]2C[C@H](O)[C@@H](CCC(=O)NCc3cccs3)O2)c(=O)[nH]c1=O	-5.2	0
70	CSCCC(c1nnnn1C1CCCCC1)N1CCC(n2c(=O)[nH]c3ccccc32)CC1 (configuration not stated)	-6.9	-7
71	Cc1nc2ccccc2c(=O)n1-c1nccs1	-8.3	-2
72	Nc1nc2c(ncn2[C@@H]2O[C@H](CNCc3cnc(N4CCOCC4)nc3)[C@@H](O)[C@H]2O)c(=O)[nH]1	0.4	-1
73	C[C@H](c1ccccc1)N1C[C@H](COCc2ccccc2)Oc2cc(N3CC[C@@H](O)C3)ccc2S1(=O)=O	-0.2	-14
74	Cc1ccc2nc(-c3ccccc3)c(Cc3cccc(Cl)c3)n2c1	4.4	0
75	Nc1ccn([C@@H]2O[C@H](C(=O)N3CCSC3)[C@@H](O)[C@H]2O)c(=O)n1	1.7	2
76	Cc1cccc(CN2CCN(C3CN(Cc4ccc([N+](=O)[O-])cc4)S(=O)(=O)C3)CC2)c1 (configuration not stated)	1.0	-8
77	CSCCC(c1nnnn1Cc1ccccc1)N1CCC2(CC1)C(=O)NCN2c1ccccc1 (configuration not stated)	-3.7	-4
78	COC(=O)[C@]12CCCCC=C1N(CCC1=CCCCC1)C(=O)[C@H](CC(=O)N1CCC(c3ccccc3)CC1)C2	-0.9	-13
79	CCCCCCN1CCN(C2CN(Cc3cn(Cc4ccc(C)cc4)nn3)S(=O)(=O)C2)CC1 (configuration not stated)	-2.1	-1
80	CCOC1=C2CN(S(=O)(=O)c3ccc(C)cc3)[C@H](c3ccccc3)C[C@@H]2N(S(=O)(=O)c2ccccc2)[C@H](c2ccccc2)C1	-0.3	5
81	OC(c1ccccc1)(c1ccccc1)C1CCN(CCCOc2ccc3c(c2)CCCC3)CC1	3.5	1
82	CO[C@H]1C=CCCC=CC(=O)O[C@H]([C@H](C)C(=O)CCCC2CC(=O)NC(=O)C2)C(C)=C[C@@H](C)[C@@H]1O	0.2	4
83	CC(C)n1nnnc1C1c2ccccc2C(=O)N1CCc1c[nH]c2ccccc12 (configuration not stated)	0.2	-3
84	Cc1cn([C@H]2C[C@H](O)[C@@H](/C=C/C(=O)NCCN3CCCCC3)O2)c(=O)[nH]c1=O	-0.6	-4
85	COc1ccc2cc3[n+](cc2c1O)CCc1cc2c(cc1-3)OCO2	-0.6	-33
86	CCOC(=O)N1CCN(C(=O)C[C@@H]2C[C@@]3(C(=O)OCC)CCCC=C3N(Cc3ccc(Cl)cc3Cl)C2=O)CC1	1.6	3
87	CC(C)(C)Cc1c(-c2cccc(Br)c2)nc2ccc(Br)cn12	-7.1	-12
88	Clc1cccc(-c2nc3c4ccccc4ccn3c2CC2CCCCC2)c1	0.1	-10
89	Cc1ccc(NC(=O)CNC(=O)CN2C(=O)c3ccccc3C2=O)cc1	0.2	-6
90	O=C(O)Cc1ccc(N2N=C(c3ccccc3)CC2=O)cc1	-1.2	-13
91	Cc1ccc(-c2nc3cc(C)c(Br)c(C)n3c2Cc2ccsc2)cc1	-8.1	1
92	CCCc1nc2ccc(C)cn2c1Cc1ccsc1	-0.4	5
93	O=C1c2ccccc2C(c2nnnn2Cc2ccccc2)N1CCOc1ccccc1 (configuration not stated)	1.7	-2
94	CCOC(=O)[C@]12CCC=C1N(Cc1ccc(Cl)cc1Cl)C(=O)[C@H](CC(=O)N1CCN(C(=O)c3ccco3)CC1)C2	-1.5	1
95	COC(=O)[C@]12CCCCC=C1N(Cc1ccc(Cl)cc1Cl)C(=O)[C@H](CC(=O)NCc1cccc3ccccc13)C2	-1.3	-6
96	N#Cc1ccc2nc(-c3ccc(CN4CCC(n5c(=O)[nH]c6ccccc65)CC4)cc3)c(-c3ccccc3)nc2c1	1.1	1
97	CC(C)C[C@H]1CN(CCCC[C@@H]2CNC(=O)C(=O)N2Cc2ccccc2)C(=O)C(=O)N1Cc1ccccc1	0.6	-10
98	O=C1c2ccccc2C(c2nnnn2-c2ccc3c(c2)OCCO3)N1Cc1cccs1 (configuration not stated)	2.4	5
99	O=C(c1cccc(Br)c1)c1nc2ccccc2[nH]c1=O	0.6	6
